# Myeloid diff MLP – compounds promoting myeloid differentiation; ER-HoxA9 myeloid progenitors, lysozyme-GFP differentiation, flow cytometry; calls only at 10 µM; 1% of 360,000 active;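 active = normalized GFP-positive differentiation at or above the plate's own cutoff, the solvent-only control mean plus 3 SD; inconclusive = no clear call, values can overlap the other calls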;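 also: cells exposed to compound for four days before flow analysis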
# Autophagy HCS – autophagy modulation, high-content screen; MEF GFP-LC3 puncta imaging; test concentration mostly 10 µM; calls only at 10 µM (by protocol); 0.98% of 190,000 active;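 active = percentage of spot-positive cells more than 3 SD above its plate mean, without a fluorescence outlier flag or 80% toxicity; inconclusive = no clear call, values can overlap the other calls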;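 also: spot-positive cell cutoff set from DMSO-treated cells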
# bCat nuc transl – modulators of beta-catenin nuclear translocation. HeLa beta-catenin nuclear translocation, immunofluorescence imaging. nuclear translocation activity, % at 5 µM. 0.3% of 190,000 active;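 active = nuclear translocation activity above 50% at 5 µM, with a well cell count of 50 or more; inconclusive = wells under 50 cells across six images, flagged as toxic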;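 also: per-cell ratio of nuclear to cytoplasmic median beta-catenin stain intensity; plate controls were DMSO negative control for no effect and GSK-3 inhibitor IX positive control for full effect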
#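 Technique: fluorescence imaging of beta-catenin antibody stain plus DAPI / Material: human HeLa cell line / Incubation: compound treatment 24 h, 37°C, 5% CO2 / Read-out basis: % activation of per-cell nuclear versus cytoplasmic median beta-catenin signal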
# Insulin prom up – MIN6 insulin promoter up-regulation; MIN6 insulin promoter-GFP reporter, high-content imaging; active compounds read high; z-score at 5 µM; 0.3% of 190,000 active;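 active = z-score above 3 at 5 µM with at least 500 cells counted in the well; inconclusive = wells under 500 cells, flagged as cytotoxic or low count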
# West Nile virus CPE – inhibition of WNV-induced cytopathic effect – cell-based, CPE readout (AID 1621). 0.02% of 290,000 active. one-dose CPE inhibition, % at 10 µM; IC50 in µM for titrated hits. West Nile virus-infected cells, CPE inhibition; higher % means a stronger effect; in the data active = a potency from the dose series; inconclusive = CPE inhibition mostly from about 3.7% at the one dose, without a potency; inactive = the rest, 99 in 100 with CPE inhibition below about 2.2%; also: strong numbers were not always called active
# MT stabilizer – microtubule stabilization, imaging screen. HeLa tubulin immunostaining HCS, 24 h; share of cells brighter than vehicle mean+2SD. % tubulin-high responders, % at 10 µM. 0.83% of 200,000 active;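 active = plate Z-score above 3 for both tubulin-high and condensed-nucleus cell shares, with cell loss under 80%, at 10 µM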;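 also: anti alpha tubulin signal scored within the nucleus-defined area of each cell; some results filed as inactive read as strong as hits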
# WT yeast gro inh – growth inhibition of WT yeast, mitochondrial fusion screen. mitochondrial fusion phenotypic screen, WT strain. inhibition, % at 10 µM. 2.1% of 190,000 active. AID 1362; in the data active = inhibition above about 58%; tested in S. cerevisiae
# T cell HTS – modulates CD8 T cell binding to vesicles; calls only at 7 µM; 2C CD8+ T cell-vesicle binding, flow cytometry; active compounds read low; 0.068% of 330,000 active;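 active = response, share of CD8 T cells binding vesicles, and their 90th percentile fluorescence all below set limits, cut at about 80% in these data, passing the limit was not always enough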
#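 Assay system – 2C mouse CD8+ T cells · Also added – QL9-loaded Drosophila micro-vesicles · Timing – Cell–vesicle co-incubation 1.5 h at 37 °C, staining 20 min on ice · Signal – flow cytometry of vesicle-bound cells · Measure – percent CD8+ FL2 mean versus row control · Controls – Peptide-free naked vesicles (low) and QL9 vesicles with 0.7% DMSO vehicle (high)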
# Hep lipid drop – modulators of hepatic lipid droplet formation. AML12 mouse hepatocytes, oleate lipid droplets, BODIPY imaging. inhibition, % at 6.5 µM. 0.4% of 240,000 active;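 active = lipid droplet intensity inhibited by at least 50%, with more than 500 cells counted; inconclusive = wells with under 300 cells, treated as cytotoxic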
#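 Assay system: AML12 hepatocytes (mouse) / Also added: 100 µM oleic acid challenge / Times: overnight treatment with compound plus oleate / Detection: high-content imaging of BODIPY-stained droplets and DAPI nuclei / Evaluation: % inhibition of lipid droplet signal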
# WT yeast gro inh mutant strain – recorded beside WT yeast gro inh, whose call it bears; inhibition, %; mitochondrial fusion phenotypic screen, mutant strain inhibition
# Insulin prom up cell count – further read-out of Insulin prom up, marked with its call; cell count; measured here: cytotoxicity, nuclei count;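 total cells summed across four imaged fields per well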
# Hep lipid drop cells 6.5 µM – further read-out of Hep lipid drop, marked with its call; cell count; measured here: cell count, cytotoxicity flag;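 cells counted across two imaged fields per well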
# bCat nuc transl cell count 5 µM – also measured in bCat nuc transl; calls as there; cell count; measured here: cell count, cytotoxicity flag
# T cell HTS vesicle-bound % – further read-out of T cell HTS, marked with its call; double positive events, %; measured here: CD8+ vesicle-bound cell fraction;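 binding gate set so that unloaded-vesicle control wells show 10% double positive cells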
# MT stabilizer Hoechst-high % – recorded beside MT stabilizer, whose call it bears; % Hoechst-high responders; measured here: nuclear condensation Hoechst responders;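 share of cells brighter than vehicle mean plus two SD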
# MT stabilizer cytotoxicity % – also measured in MT stabilizer; calls as there; toxicity, %; measured here: cytotoxicity by cell density;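 0% = mean cell density of plate MIN control wells and 100% = no cells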
# Autophagy HCS cell loss 18 h – second read-out of Autophagy HCS, no call of its own (marks repeat the call); toxicity, %; measured here: cell loss, nuclei count;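 cell loss after 18 h compound exposure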
# Myeloid diff MLP GFP+ MAC1+ % – further read-out of Myeloid diff MLP, marked with its call; GFP+ MAC1+ double positive, %; measured here: differentiation confirmed by MAC1 staining
# An asterisk follows results filed as active; i = inactive; ? = inconclusive; · = no result given; + = active, no number; & = joins results of further samples.
SMILES,Myeloid diff MLP,Myeloid diff MLP GFP+ MAC1+ %,Autophagy HCS,Autophagy HCS cell loss 18 h,bCat nuc transl,bCat nuc transl cell count 5 µM,Insulin prom up,Insulin prom up cell count,West Nile virus CPE,MT stabilizer,MT stabilizer Hoechst-high %,MT stabilizer cytotoxicity %,WT yeast gro inh,WT yeast gro inh mutant strain,T cell HTS,T cell HTS vesicle-bound %,Hep lipid drop,Hep lipid drop cells 6.5 µM
O=C(Nc1cccc(C(F)(F)F)c1)c1ccc(Cn2cc(Br)cn2)o1,i,1.6,i,1,-2.1,1334,-0.16,1551,-1.8%,2.2,1.1,6.2,4,-1,i,18,·,·
CC(C)C[C@H](N)c1cn([C@@H](Cc2cc3ccccc3[nH]2)C(=O)N2CCNCC2)nn1,i,1.4,i,8,-2.4,1187,0.08,1390,0.9%,4.1,1.8,4.7,1,4,i,39,-8,715
Cc1ccccc1CNS(=O)(=O)c1ccccc1[N+](=O)[O-],i,0.4,i,-24,0.4,959,-0.2,1411,-0.9%,3.1,2.1,7.8,1,-2,i,49,-3,722
CC(C)CN1CCC(Oc2cccc(C(=O)NCCc3ccccc3)c2)CC1,i,1.1,·,·,·,·,·,·,-0.8%,·,·,·,·,·,i,37,-6,855
O=C(c1cc2cc([N+](=O)[O-])ccc2oc1=O)N1CCN(c2ncccn2)CC1,i,9.0,+,4.5*,·,·,0.77,945,0.0%,0.7,1.0,1.3,7,3,i,35,2,781
CCS(=O)(=O)N1CCC(C(=O)NCCCOC)CC1,i,3.1,i,8,1.4,1222,0.62,1506,0.1%,4.2,1.7,7.6,21,0,i,11,·,·
O=C(Nc1cccc(S(=O)(=O)N2CCOCC2)c1)c1ccc(Cl)c([N+](=O)[O-])c1,i,0.1,i,12,0.8,916,0.03,1349,0.1%,3.2,1.7,6.0,10,0,i,56,61*,732*
Cc1cc(NC(=O)c2cccnc2Cl)ccc1NC(=O)c1cc2ccccc2o1,i,0.3,·,·,·,·,·,·,-0.7%,·,·,·,·,·,i,14,5,838
CCOC(=O)c1cc(-c2cccnc2)nn1-c1ccccc1,i,1.0,i,-3,0.2,1114,-0.47,1365,-0.6%,2.7,1.2,2.3,7,0,i,59,-5,722
c1ccc2c(CSc3nnc(-c4ccncc4)o3)cccc2c1,i,2.5,i,0,-2.1,1373,0.71,1254,-1.1%,2.9,1.6,5.2,-5,-12,i,40,·,·
CC(C)N(Cc1ccccc1)C(=O)CN1C(=O)NC(Cc2ccccc2)(c2ccccc2)C1=O (stereo not drawn),i,0.3,·,·,·,·,·,·,-1.1%,·,·,·,·,·,i,11,7,855
CNC(=O)/C=C/c1cccc(C(F)(F)F)c1,i,0.4,i,3,-0.1,1155,-0.12,1511,0.0%,2.9,2.6,14,0,20,i,56,9,586

# Already shown: entries from further up.
SMILES,Myeloid diff MLP,Myeloid diff MLP GFP+ MAC1+ %,Autophagy HCS,Autophagy HCS cell loss 18 h,bCat nuc transl,bCat nuc transl cell count 5 µM,Insulin prom up,Insulin prom up cell count,West Nile virus CPE,MT stabilizer,MT stabilizer Hoechst-high %,MT stabilizer cytotoxicity %,WT yeast gro inh,WT yeast gro inh mutant strain,T cell HTS,T cell HTS vesicle-bound %,Hep lipid drop,Hep lipid drop cells 6.5 µM
O=C(Nc1cccc(C(F)(F)F)c1)c1ccc(Cn2cc(Br)cn2)o1,i,1.6,i,1,-2.1,1334,-0.16,1551,-1.8%,2.2,1.1,6.2,4,-1,i,18,·,·
CC(C)C[C@H](N)c1cn([C@@H](Cc2cc3ccccc3[nH]2)C(=O)N2CCNCC2)nn1,i,1.4,i,8,-2.4,1187,0.08,1390,0.9%,4.1,1.8,4.7,1,4,i,39,-8,715

# Next compounds:
SMILES,Myeloid diff MLP,Myeloid diff MLP GFP+ MAC1+ %,Autophagy HCS,Autophagy HCS cell loss 18 h,bCat nuc transl,bCat nuc transl cell count 5 µM,Insulin prom up,Insulin prom up cell count,West Nile virus CPE,MT stabilizer,MT stabilizer Hoechst-high %,MT stabilizer cytotoxicity %,WT yeast gro inh,WT yeast gro inh mutant strain,T cell HTS,T cell HTS vesicle-bound %,Hep lipid drop,Hep lipid drop cells 6.5 µM
COc1ccc2c(c1)CC/C2=N\NC(=O)c1ccccc1,i,0.3,i,6,·,·,0.08,1223,-0.5%,3.6,3.2,4.9,-2,-12,i,44,-17,709
CCCCC(=O)Nc1cc(C)c(NC(=O)c2ccco2)cn1,i,0.1,·,·,·,·,·,·,-0.5%,·,·,·,·,·,i,56,12,873
O=C(CCc1ccc(S(=O)(=O)NCc2ccccc2)cc1)NCc1ccc2c(c1)OCO2,i,7.5,i,-15,-4.8,1253,-0.04,875,0.4%,1.5,1.1,7.7,1,6,i,54,0,744
Cc1ccc(S(=O)(=O)N(C(=O)c2ccncc2)c2ccc(OC(=O)c3ccncc3)cc2)c(C)c1,i,0.5,i,-3,1.2,775,-0.33,1203,-1.8%,1.1,1.3,3.5,-7,16,i,34,5,557
COc1cccc(OCC(O)CN2CCN(c3ccccc3)CC2)c1 (stereo not drawn),i,0.3&0.2,·,·,-0.1,1306,0.73,788,-0.8%&0.1%,·,·,·,·,·,i,32&41,6&0,871&665
CC1=CC(C)(C)Nc2ccc(OC(=O)CN3C(=O)c4cccc5cccc(c45)C3=O)cc21,i,2.2,i,15,3.5,1370,-0.19,1408,·,2.4,1.3,6.9,10,8,i,49,·,·
COC(=O)Cc1ccc(NC(=S)N2CCCC(C)C2)cc1 (stereo not drawn),i,0.6,i,10,0.6,502,0.08,1236,0.5%,2.6,3.2,6.3,-6,-10,i,60,1,749
CCN(Cc1ccccc1)C(=O)CSc1nc(C)cc(C)c1C#N,?,·,·,·,-1.0,1132,·,·,-0.5%,6.1,2.1,3.4,55,25,i,51,-30,669
Cc1cccc(CCNS(=O)(=O)c2cnc[nH]2)c1,i,0.0,i,-2,1.0,977,0.32,1288,0.4%,2.6,2.7,7.2,-4,1,i,52,0,767
Nc1ncnc2nc(SCCC(=O)O)[nH]c12,i,1.1,·,·,1.9,1284,0.2,1041,0.2%,·,·,·,·,·,i,56,16,698
Nc1cc(=O)[nH]c(SCC(=O)Nc2ccc(Br)cc2)n1,i,0.8,i,4,·,·,-0.14,1240,0.6%,4.0,1.6,4.8,6,13,i,16,3,684
CC1Cc2ccccc2N1C(=O)Cn1c(=O)cc(O)c2ccccc21 (stereo not drawn),i,0.5,i,0,·,·,·,·,0.8%,3.2,1.4,3.9,97*,-52*,i,37,·,·
CCOC(=O)C1=C(N)OC2=C(C(=O)CC(C)C2)C1c1cccnc1 (stereo not drawn),i,0.4,i,15,-3.6,598,0.56,1284,-0.1%,2.2,1.6,0.4,5,-21,i,36,-3,731
Cc1cc(C(=O)N/N=C/c2cc(Br)c(Br)o2)n[nH]1,i,4.1,·,·,·,·,·,·,-0.4%,·,·,·,·,·,i,11,-4,818
O=[N+]([O-])c1cccc(-c2csc(Nc3ccccc3)n2)c1,i,0.0,i,-18,-1.2,1037,-0.72,1368,-1.6%,1.4,2.3,8.0,65,81,i,23,15,729
CCN1CCN(C(=O)CNC(=O)c2nn(-c3ccc(OC)cc3)c(=O)c3ccccc23)CC1,i,0.3,·,·,·,·,·,·,-0.3%,·,·,·,·,·,i,60,-3,836
Cc1cccc(N2C(=O)c3cccc(Oc4ccc(Cl)cc4)c3C2=O)c1,i,0.3,i,7,-3.0,1170,-0.21,1319,-0.5%,2.3,2.5,5.0,11,-27,i,33,3,587
COc1ccccc1NC(=O)c1ccc(SCC(=O)NCc2ccccc2Cl)c([N+](=O)[O-])c1,i,0.4,i,-7,-0.9,1047,0.49,1517,-1.0%,3.3,3.7,2.6,2,14,i,8,-6,687
COc1ccc(OCc2nnc3n2N=C(c2ccc(Br)cc2)CS3)cc1,i,2.5,i,9,-2.1,1226,0.08,987,1.1%,2.1,4.7,7.8,9,0,i,38,·,·
O=C(c1ccc(OCC2CCCO2)cc1)N1CCN(c2ccccc2)CC1 (stereo not drawn),i,1.0,i,42,-4.7,1182,0.26,830,0.0%,2.7,2.5,19,4,5,i,52,7,777

# Part of the list above in order of molecular weight, low to high:
SMILES,Myeloid diff MLP,Myeloid diff MLP GFP+ MAC1+ %,Autophagy HCS,Autophagy HCS cell loss 18 h,bCat nuc transl,bCat nuc transl cell count 5 µM,Insulin prom up,Insulin prom up cell count,West Nile virus CPE,MT stabilizer,MT stabilizer Hoechst-high %,MT stabilizer cytotoxicity %,WT yeast gro inh,WT yeast gro inh mutant strain,T cell HTS,T cell HTS vesicle-bound %,Hep lipid drop,Hep lipid drop cells 6.5 µM
O=[N+]([O-])c1cccc(-c2csc(Nc3ccccc3)n2)c1,i,0.0,i,-18,-1.2,1037,-0.72,1368,-1.6%,1.4,2.3,8.0,65,81,i,23,15,729
O=C(c1ccc(OCC2CCCO2)cc1)N1CCN(c2ccccc2)CC1 (stereo not drawn),i,1.0,i,42,-4.7,1182,0.26,830,0.0%,2.7,2.5,19,4,5,i,52,7,777
COc1ccc(OCc2nnc3n2N=C(c2ccc(Br)cc2)CS3)cc1,i,2.5,i,9,-2.1,1226,0.08,987,1.1%,2.1,4.7,7.8,9,0,i,38,·,·
